Wnt act – Wnt/beta-catenin pathway activation | Wnt/beta-catenin reporter cell assay, activator, plate reader | activation, % at 9.35 µM | 1.2% of 300,000 active | AID 743398; in the data active means activation above about 30%, passing the limit was not always enough; inconclusive means no clear call, values can overlap the other calls;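 further: 0% = neutral control wells and 100% = positive control wells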
V-ATPase pHluor – yeast V-ATPase proton transport regulation by pHLuorin. S. cerevisiae, pHLuorin cytosolic pH fluorescence. response, % at 10 µM. 0.37% of 350,000 active; in the data active means response mostly above about 7.3%, no sharp cut-off; inactive means mostly below about 5.4%; further: actives read high; inactives centre near 0; some compounds called inactive have numbers as strong as hits; reference of the scale not given here
CDK5 p35 inh – CDK5/p35 (human) kinase inhibition; Q00535+Q15078; 0.01% of 330,000 active; Recombinant CDK5/p35, ADP-Glo luminescence, 60 min; inhibition, % at 10 µM;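 active means highest replicate inhibition of at least 50% and at least 75% of replicates reaching 50%; inconclusive means only one of the two criteria met; inactive means both criteria failed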;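 further: plate controls were DMSO neutral control for no effect and GW8510 at 10 µM for full effect; many of its hits are not listed in these tables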
HTR5A ag ctr – counter-screen for OPRM1-OPRD1 agonists: human HTR5A agonism; P47898; HTR5A agonist assay, luminescence, cell-based; activation, % at 9.3 µM; 0.61% of 340,000 active; in the data active means activation mostly above about 9.5%, no sharp cut-off; inactive means mostly below about 7.6%;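 further: 0% = cells with vehicle only and 100% = reference agonist; strong numbers were not always called active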
Target sequence (P47898 whole entry, looked up): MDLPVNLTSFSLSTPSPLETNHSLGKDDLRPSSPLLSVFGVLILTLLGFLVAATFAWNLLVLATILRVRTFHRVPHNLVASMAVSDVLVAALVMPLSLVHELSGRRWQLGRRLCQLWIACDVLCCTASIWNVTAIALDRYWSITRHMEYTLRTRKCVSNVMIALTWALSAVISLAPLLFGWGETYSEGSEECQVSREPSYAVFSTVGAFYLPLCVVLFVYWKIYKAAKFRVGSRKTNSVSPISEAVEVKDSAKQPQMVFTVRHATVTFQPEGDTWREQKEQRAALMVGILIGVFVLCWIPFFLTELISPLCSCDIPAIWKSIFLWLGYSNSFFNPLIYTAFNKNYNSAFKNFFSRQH
NSD2 HMT inh – blocks human histone methyltransferase NSD2 | O96028 | 0.54% of 310,000 active | inhibition, % at 12.5 µM | AID 743445 | NSD2 peptide methylation, AlphaScreen, 120 min; in the data active means inhibition above about 50%
dFosB activator – activators of mouse delta FosB homodimer | P13346 | activation, % at 25 µM | AID 493131 | purified delta FosB, TAMRA-CDK5 oligo fluorescence polarization; percent of positive-control signal above neutral wells | 0.99% of 340,000 active;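 active means mean activation above about 17%, with every replicate also reaching it, limit read from the data, passing the limit was not always enough; inconclusive means only one of the two conditions met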;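 further: fluorescence polarization rise as delta FosB binds a TAMRA Cdk5 AP-1 oligo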
PvdQ acylase – P. aeruginosa PvdQ acylase inhibition; 0.063% of 340,000 active; purified PvdQ acylase, fluorescence plate reader; inhibition, % at 10 µM; in the data active means inhibition above about 30%, passing the limit was not always enough; inconclusive means no clear call, values can overlap the other calls;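 further: 0% = vehicle neutral wells and 100% = reference inhibitor wells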
SR-BI HDL uptake – inhibitors of mouse SR-BI mediated HDL lipid uptake; ldlA[mSR-BI] CHO cells, DiI-HDL uptake fluorescence, 3 h; Q61009; 0.96% of 320,000 active; inhibition, % at 12.5 µM; AID 488896;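 active means mean replicate inhibition of at least 70% and a set share of replicates each scoring 70 or more; inconclusive means meets just one of the two criteria; inactive means fails both criteria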;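 further: 0% = median of neutral control wells and 100% = median of positive control wells; values of inactives mirror those of a sister screen read the other way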
Target sequence (Q61009 whole entry, looked up): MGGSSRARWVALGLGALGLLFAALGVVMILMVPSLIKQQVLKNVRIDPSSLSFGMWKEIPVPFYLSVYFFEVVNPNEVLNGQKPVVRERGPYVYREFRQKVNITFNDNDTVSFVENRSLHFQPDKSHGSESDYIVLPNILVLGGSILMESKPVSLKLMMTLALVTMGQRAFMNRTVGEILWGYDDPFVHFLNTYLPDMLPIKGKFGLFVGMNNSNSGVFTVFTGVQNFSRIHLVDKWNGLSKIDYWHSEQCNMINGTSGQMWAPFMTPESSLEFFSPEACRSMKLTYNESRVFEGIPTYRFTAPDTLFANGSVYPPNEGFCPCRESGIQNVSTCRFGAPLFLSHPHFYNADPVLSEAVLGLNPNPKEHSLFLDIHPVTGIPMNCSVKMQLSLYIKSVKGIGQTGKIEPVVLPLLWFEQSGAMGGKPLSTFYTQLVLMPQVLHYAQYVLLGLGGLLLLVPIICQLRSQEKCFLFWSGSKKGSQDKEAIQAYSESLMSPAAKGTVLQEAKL
MITF act – activators of MITF-driven TRPM1 promoter activity in SK-MEL-5 cells; SK-MEL-5 TRPM1-promoter luciferase, 24 h; % of positive control, neutral wells = 0; activation, % at 12.5 µM; 0.75% of 300,000 active;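 active means mean activation of at least 80% with every replicate also reaching 80%; inconclusive means mean reaches 80% but some replicate falls short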;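 further: 0% = neutral control wells and 100% = parthenolide positive control wells; values of inactives mirror those of a sister screen read the other way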
HTR5A inv ag – counter-screen for OPRM1-OPRD1 inverse agonists: human HTR5A inverse agonism | P47898 | HTR5A cell line, luminescence | inhibition, % at 9.3 µM | 0.083% of 340,000 active; in the data active means inhibition mostly above about 23%, no sharp cut-off; inactive means mostly below about 18%;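 further: 0% = cells with DMSO and 100% = no-cell wells with DMSO; some compounds called inactive have numbers as strong as hits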
* marks the source's active call; other numbers are inactive results; ? = inconclusive; . = not tested or not shown.

Structure	Wnt act	V-ATPase pHluor	CDK5 p35 inh	HTR5A ag ctr	NSD2 HMT inh	dFosB activator	PvdQ acylase	SR-BI HDL uptake	MITF act	HTR5A inv ag
Cc1oc(-c2ccccc2F)nc1CN1CCC(C(=O)NCc2cccnc2)CC1	-4.4	0.8	-2.1	1.7	0.1	-6.2	-6.6	25.0	-3.4	0.8
Cc1ccc(-n2c(-c3cnccn3)n[nH]c2=S)cc1	-0.2	1.4	-1.4	-3.3	-4.4	6.5	-11.1	-3.5	-4.0	8.0
CC(=O)CC(C)(C)Nc1nc2ccc([N+](=O)[O-])cc2o1	12.0	-2.0	2.3	-0.6	-0.7	-2.0	22.1	-18.4	67.1	7.4
Cc1ccccc1Nc1nnc(SCC(=O)c2cc3ccccc3o2)s1	.	1.6	-0.2	6.8	1.3	-3.8	-16.3	15.9	0.3	-5.8
COc1ccccc1OCCNC(=O)Nc1cc(F)c(F)cc1Cl	3.6	2.1	0.2	2.9	-0.9	-3.0	-6.5	25.0	14.7	-7.5
COc1cccc(C(=O)NNC(=O)/C=C/c2ccccc2)c1	-4.1	-2.7	0.3	2.4	-2.1	-2.8	-9.0	-11.0	2.9	-6.5
c1ccc(-[n+]2nc(Nc3cccc4ccccc34)sc2-c2c3ccccc3cc3ccccc23)cc1	.	-4.7	1.5	-3.0	.	7.1	-15.6	41.8	-0.2	7.6
OCCn1c(-c2ccccc2)csc1=Nc1ccccc1	.	-1.4	1.0	10.1	13.8	5.6	-14.6	17.7	21.5	-5.9
COc1ccccc1/C=N/NC(=O)c1ccc(Cn2nc([N+](=O)[O-])cc2C)cc1	-1.3	-2.4	1.2	4.9	37.0	-4.9	-14.1	67.2	4.6	-12.4
COc1cc(Cl)c(CN2CCC(CCC(=O)NC3CC3)CC2)cc1OC	-0.8	1.4	-2.7	-3.2	-0.6	-1.2	-16.1	65.8	.	10.7
COc1cccc(CCc2nnc(CCC(=O)NC(C)c3c(C)nn(C)c3C)o2)c1 (stereo not drawn)	-0.2	-1.5	-0.9	5.9	-8.8	5.0	-8.9	-10.6	-2.6	-16.6
O=C(CNCC1CCCO1)Nc1ccccc1-n1cccc1 (stereo not drawn)	-2.4	-2.0	-4.5	-0.9	3.3	1.5	-12.8	-30.4	-6.4	-2.7
CC1(C)CC(NC(=O)C(=O)NCCc2ccccc2)CC(C)(C)N1	4.3	-1.9	0.1	-2.2	-3.0	-7.5	-2.4	-9.8	4.3	5.6
O=[N+]([O-])c1ccc(-c2cc(-c3ccc(Cl)cc3)n[nH]2)cc1	11.8	4.4	-10.2	3.3	0.8	2.0	-2.7	46.5	75.1	-2.7
Cc1ccc(S(=O)(=O)Nc2nc(C)cc(NCCN)n2)cc1	-0.8	-1.4	-1.6	0.2	0.0	-1.7	-0.4	6.5	-1.8	-0.6
C/C(=N\NC(=O)C1(C)CC1(Br)Br)c1ccc(NC(=O)C2CCC2)cc1 (stereo not drawn)	0.6	-3.1	1.3	1.6	-1.1	5.0	-1.0	26.5	-8.5	13.2
C=CCOC(=O)C1=C[C@H](c2coc3ccccc3c2=O)C[C@H](OCc2ccc(CO)cc2)O1	-2.1	-1.0	-1.0	-3.0	.	-7.2	-8.3	-20.0	-1.2	7.7
Clc1ccccc1CSC1=NCCCN1	3.6	0.9	1.0	0.2	-1.1	1.4	-6.6	-9.5	6.1	-0.4
COCCn1c(N)c(NCc2ccccc2)c(=O)[nH]c1=O	-3.1	1.0	-0.7	3.6	0.0	-10.9	-7.8	1.9	-1.1	-13.0
COc1ccc(C2c3[nH]c4ccccc4c3CCN2CCCn2cccn2)cc1C (stereo not drawn)	-1.8	2.1	-0.8	-6.5	-1.0	-16.0	-10.1	20.3	-26.8	17.4
COc1ccc2c(c1OC)C(=O)N(c1ccc(F)cc1)C2	38.4*	5.5	4.2	-3.5	-1.4	-2.1	18.9	4.9	?	12.2
CCOc1ccc(N2C(=O)C(=O)/C(=C(/O)c3ccccc3)C2c2ccccc2[N+](=O)[O-])cc1 (stereo not drawn)	-1.1	-0.1	-0.7	0.7	0.1	-6.0	-11.0	-1.8	-8.6	31.9
COc1ccccc1CCC(=O)OCc1csc(CC(=O)Nc2ccccc2C)n1	-1.8	-1.4	-0.2	2.5	-0.7	-6.3	-18.3	2.1	-7.9	7.8
CN(CCNC(=O)C1CCCN(c2ncnc3c2nc2n3CCCCC2)C1)Cc1ccccc1 (stereo not drawn)	-2.6	-5.9	-3.0	-4.0	3.9	-6.7	11.0	-28.6	4.6	14.9
CC1CCCC(C)N1CCCNC(=O)Cn1cc2c(n1)CCCC2 (stereo not drawn)	-2.3	2.3	-0.8	-0.7	.	4.8	5.5	-8.6	-5.9	1.9
Cc1nc2ccccc2nc1CSc1nnc(N)s1	.	0.9	0.0	2.5	1.2	-4.5	-17.8	-5.5	-0.3	-5.9
Cc1ccc(N=C2SCCCN2C(=O)C2=COCCO2)cc1Cl	5.6	-2.8	-0.4	-1.3	0.0	-7.3	3.5	7.9	4.5	3.4
O=C(CSc1nccn1-c1ccccc1)NCc1ccc2c(c1)OCO2	-1.0	-0.6	1.5	7.5	3.3	5.7	-8.3	-30.8	-7.8	4.9
CCOc1cc(C(=O)OC(C)C(=O)Nc2ccccc2OC)ccc1OCC(=O)N1CCOCC1 (stereo not drawn)	-4.0	-4.0	-14.8	0.6	2.2	-6.0	-18.8	7.0	-8.1	9.8
COc1cccc(-n2c(Cc3cc(=O)[nH]c(=O)[nH]3)nnc2SCC(=O)Nc2ccccc2)c1	0.6	-0.9	1.6	-4.9	.	-5.1	-3.5	-15.5	-15.4	13.4

A different layout for some results above:
Screens in order – Wnt act	V-ATPase pHluor	CDK5 p35 inh	HTR5A ag ctr	NSD2 HMT inh	dFosB activator	PvdQ acylase	SR-BI HDL uptake	MITF act	HTR5A inv ag
> C/C(=N\NC(=O)C1(C)CC1(Br)Br)c1ccc(NC(=O)C2CCC2)cc1 (stereo not drawn)
    0.6	-3.1	1.3	1.6	-1.1	5.0	-1.0	26.5	-8.5	13.2
> CCOc1cc(C(=O)OC(C)C(=O)Nc2ccccc2OC)ccc1OCC(=O)N1CCOCC1 (stereo not drawn)
    -4.0	-4.0	-14.8	0.6	2.2	-6.0	-18.8	7.0	-8.1	9.8

Compound profiles, from the list above. Order of screens: Wnt act | V-ATPase pHluor | CDK5 p35 inh | HTR5A ag ctr | NSD2 HMT inh | dFosB activator | PvdQ acylase | SR-BI HDL uptake | MITF act | HTR5A inv ag
Listed for `C/C(=N\NC(=O)C1(C)CC1(Br)Br)c1ccc(NC(=O)C2CCC2)cc1` (stereo not drawn) = 0.6 | -3.1 | 1.3 | 1.6 | -1.1 | 5.0 | -1.0 | 26.5 | -8.5 | 13.2
Listed for `CCOc1ccc(N2C(=O)C(=O)/C(=C(/O)c3ccccc3)C2c2ccccc2[N+](=O)[O-])cc1` (stereo not drawn) = -1.1 | -0.1 | -0.7 | 0.7 | 0.1 | -6.0 | -11.0 | -1.8 | -8.6 | 31.9

More results follow.
Structure	Wnt act	V-ATPase pHluor	CDK5 p35 inh	HTR5A ag ctr	NSD2 HMT inh	dFosB activator	PvdQ acylase	SR-BI HDL uptake	MITF act	HTR5A inv ag
CC(C(=O)N1CCN(c2ccccc2)CC1)c1ccc([N+](=O)[O-])cc1 (stereo not drawn)	3.2	-0.9	1.0	-0.9	2.0	-2.3	3.8	4.4	.	3.0
O=C1NC2=C(C(=O)CCC2)C(c2ccc(OC(F)F)cc2)N1 (stereo not drawn)	-1.4	-0.8	-4.0	2.8	-1.3	4.3	-11.5	.	.	-8.0
Cn1c(=O)c2sccc2n2c(CCCC(=O)Nc3ccc(F)cc3F)nnc12	3.1	-0.2	-0.3	0.2	0.0	-8.7	-12.8	-2.1	3.3	-25.9
CC(NC(=O)c1ccccc1F)c1nnc(SCC(=O)NC2CCCCC2)n1C (stereo not drawn)	1.6	3.4	3.1	1.5	.	3.9	-17.0	-38.4	5.7	32.6
Cc1ccc(OCC(=O)Nc2ccccc2-c2ccccc2)cc1	.	3.2	6.1	-3.9	2.3	-4.3	9.8	43.5	-22.0	10.3
Cc1ccc(-c2cc(C(F)F)nc3sc4c(=O)[nH]cnc4c23)cc1	-2.6	.	0.1	1.0	0.6	32.9*	-11.9	9.4	-4.3	-2.5
Cn1c(=O)c2c(nc(N3CCOCC3)n2CCNC2=NCCC2)n(C)c1=O	.	-7.8	-1.0	.	-1.0	1.9	-1.0	-40.6	2.1	.
C/C(=N\OC(=O)c1ccc(OC(C)C)cc1)c1ccc(C)c(C)c1	2.6	9.3	-1.6	7.2	-2.8	-8.7	-7.0	-6.5	20.1	-51.8
COc1cccc(/C=N/n2cnc3cc(C)c(C)cc32)c1OC	9.9	2.4	0.0	1.4	-2.6	-30.7	15.3	3.7	76.4	-14.1
CC1CCN(C(=O)C2CCN(c3ncnc4c3nc3n4CCCCC3)CC2)CC1	-1.0	-3.4	-0.9	-1.5	-6.3	-8.5	-4.4	-18.6	-3.4	6.2
Cc1cccc(N2CCN(C(=O)c3cccc(S(=O)(=O)N4CCOCC4)c3)CC2)c1C	-3.6	-2.0	0.3	5.5	3.5	-16.4	-8.6	13.2	-5.7	-8.0
O=C(NCCC(=O)N1CCCC1)c1ccccc1Cl	5.3	-1.5	0.3	-1.0	-0.1	1.5	-5.6	-11.5	15.0	-7.9
O=C(NCc1cccnc1)c1cccs1	-1.9	1.1	0.3	2.8	-4.0	3.7	2.3	-26.0	-0.2	-7.7
CN(Cc1cccc(F)c1)C(=O)c1ccc2c(=O)n3c(nc2c1)CCC3	0.5	3.0	-2.8	-5.7	-0.6	-0.3	-16.5	-3.6	-18.2	-0.1
C#CCN1C=CC(=O)[C@@H](O)[C@H]1c1ccccc1Br	-1.9	-2.5	-0.8	0.3	.	-1.3	5.9	-4.9	-10.7	-1.2
CCOC(=O)c1[nH]c(C)c(C(=O)c2ccc(C)cc2)c1C	.	-2.5	1.1	4.9	-3.8	-2.8	-14.0	-5.2	7.2	-7.5
CC(C)(C)OC(=O)C[C@H]1C/C=C\C[C@H](CC(=O)N(CCO)Cc2ccccc2)C(=O)N2CCC[C@H]2COC1=O	-2.3	7.0	-2.3	-4.0	.	-0.6	-6.9	-10.2	5.1	5.0
COc1ccc(CCNC(=O)C2CCC(CNS(=O)(=O)c3ccc(F)cc3)CC2)cc1OC (stereo not drawn)	0.1	0.1	-1.0	2.6	-0.3	0.3	10.0	41.0	-4.7	-6.4

Source: PubChem BioAssay (several laboratories)
